PGK inhibitor = inhibitors of T. brucei phosphoglycerate kinase; PGK/GAPDH coupled, Kinase-Glo luminescence, 60 min; Potency, µM (doses to about 57.5 µM), for inactives: top-dose activity change, negative = inhibition, hits mostly inhibitors; P07378; 380,000 tested, 0.043% active; AID 602233; also: potency is read from the fitted curve at half-maximal effect; nearly all actives have a fitted effect of over 60% in size
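Recombinant glycosomal PGK reaction used 1,3-bisphosphoglycerate generated in-well by GAPDH (100nM final) in 100mM TEA pH 7.6, 5mM MgCl2, 0.01% Tween-20. After 60 minutes at room temperature, ATP was read by Kinase-Glo Plus luminescence end-point.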
POLH inh = inhibitors of human DNA polymerase eta; Q9Y253; recombinant Pol eta, fluorescent DNA replication assay; Potency, µM (series often up to 114 µM), inactives show at the top dose activity change, negative = inhibition, most hits filed as inhibitors; 390,000 tested, 1.2% active; AID 588591; also: potency is read from the fitted curve at half-maximal effect
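Pol eta (10 nM) was preincubated with compounds for 15 min at room temperature, after which fluorescent replication substrate (50 nM final) was added to start the reaction. Fluorescence was read kinetically at 0 and 10 min.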
RXFP1 antagonist = blocks the human relaxin receptor RXFP1 | HEK293-RXFP1, relaxin-stimulated cAMP HTRF, 30 min; stronger effect = lower value | Q9HBX9 | activity change, negative = inhibition, % at 57.5 µM | 350,000 tested, 0.59% active;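 active = activity change of -60% or lower, but not beyond a set lower limit; inconclusive = change between -60% and -40%, or beyond the set limit; inactive = change above -40%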
Target sequence (Q9HBX9 whole entry, looked up): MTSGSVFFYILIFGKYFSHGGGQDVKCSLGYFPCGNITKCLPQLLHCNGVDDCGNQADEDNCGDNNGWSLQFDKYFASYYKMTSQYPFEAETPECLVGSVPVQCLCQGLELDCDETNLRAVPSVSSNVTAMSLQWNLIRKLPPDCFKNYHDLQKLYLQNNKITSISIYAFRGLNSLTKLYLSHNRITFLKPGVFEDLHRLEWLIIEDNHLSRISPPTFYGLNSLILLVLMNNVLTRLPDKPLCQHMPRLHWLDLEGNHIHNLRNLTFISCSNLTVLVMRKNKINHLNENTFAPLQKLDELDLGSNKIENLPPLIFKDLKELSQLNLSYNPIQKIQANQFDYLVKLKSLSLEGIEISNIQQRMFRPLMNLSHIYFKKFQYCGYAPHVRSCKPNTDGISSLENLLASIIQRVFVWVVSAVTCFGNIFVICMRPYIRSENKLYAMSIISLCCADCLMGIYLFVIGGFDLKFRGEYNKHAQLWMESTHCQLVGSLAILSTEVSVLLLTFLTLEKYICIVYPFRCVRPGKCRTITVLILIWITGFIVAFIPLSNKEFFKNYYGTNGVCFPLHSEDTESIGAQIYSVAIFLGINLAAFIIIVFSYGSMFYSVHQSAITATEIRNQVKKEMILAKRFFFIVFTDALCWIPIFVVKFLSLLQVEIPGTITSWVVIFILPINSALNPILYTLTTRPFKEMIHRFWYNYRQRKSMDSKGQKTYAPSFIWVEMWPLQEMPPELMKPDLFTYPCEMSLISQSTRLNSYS
Starred values were filed as active, the others as inactive; i = inactive; ? = inconclusive. Unless noted, calls follow the shape of the dose curve; as a rule, active = well fitted curve in the direction sought with a large enough effect; inconclusive = small, poorly fitted or top-dose-only effect, or another doubt; inactive = no such curve, though single readings can be large; an effect the other way counts as inactive or inconclusive. % is scaled to controls: 0 for no effect and ±100 for the full control effect. An excerpt; count on the stated rates, not on these rows.

RXFP1 antagonist | PGK inhibitor | Molecule | POLH inh
-25.2 | i | COc1ccc2c(c1)CCC1(C)CC(=O)C(Br)=C21 (centres undefined) | -5.6%
-1.9 | 0.2% | C[C@@H]1CN([C@H](C)CO)C(=O)CCCn2nncc2CO[C@@H]1CN(C)C(=O)Cc1ccccc1 | -10.6%
-4.7 | 0.2% | COc1cc2nc3n(c(=O)c2cc1OC)-c1cc2ccccc2cc1C(=O)NC3Cc1ccccc1 (centres undefined) | -24.7%
-7.7 | 2.5% | CC(C)NC(=O)N(C)C[C@@H]1OCc2ccccc2-c2c(n(C)c3ccccc23)C(=O)N([C@@H](C)CO)C[C@@H]1C | -9.3%
-22.8 | -1.2% | CN(C)C(CNC(=O)c1cc(Br)c(Br)s1)c1ccco1 (centres undefined) | -4.3%
3.3 | -1.8% | COc1ccc(NC(=O)C[C@H]2C(=O)N(c3ccc(OC)cc3)C[C@@H]2CSC)cc1 | -2.9%
3.2 | -8.3% | O=C(C[C@@H]1C[C@@H]2c3cc(NC(=O)C4CCOCC4)ccc3O[C@@H]2[C@H](CO)O1)NCc1ccccn1 | -6.3%
-3.9 | -0.1% | CC(=O)c1cccc(OCc2cc(C(=O)N(C)Cc3nccs3)no2)c1 | -5.2%
13.5 | -8.0% | CC(C)NC(=O)N(C)C[C@H]1Oc2cc(Br)ccc2S(=O)(=O)N([C@H](C)CO)C[C@H]1C | -8.8%
? | -1.4% | Cc1ccc(NC(=O)Cn2sc3ccccc3c2=O)cc1 | -18.1%
4.6 | i | COc1ccc(NC(=O)Nc2ccc3c(c2)C(=O)N([C@H](C)CO)C[C@@H](C)[C@@H](CN(C)C(=O)C2CCCCC2)OCCCC[C@H](C)O3)cc1 | ?
8.8 | -7.3% | C[C@H]1CN([C@@H](C)CO)C(=O)CCCn2cc(nn2)CO[C@@H]1CN(C)C(=O)Nc1ccccc1 | -15.2%
0.0 | -2.8% | CC(C)(C)c1ccc(-n2ncc3c2CCCC3NC(=O)CCC2=NNC(=O)CC2)cc1 (centres undefined) | -15.3%
2.8 | -1.0% | O=C(OCC(=O)N1CCC(Cc2ccccc2)CC1)c1ccc(O)cc1 | -2.5%
-0.4 | -9.9% | COCCCn1c(C(=O)NC2CCCCC2)cc2c(=O)n3cccc(C)c3nc21 | -6.9%
3.2 | i | Nc1nc(-c2ccccc2)nc2nonc12 | -7.7%
-11.8 | -0.6% | Cc1ccc([C@@H]2C[C@H]3[C@@H](CN2S(=O)(=O)c2ccc(C)cc2)C(=O)C[C@@H](c2ccccc2)N3S(=O)(=O)c2ccc(C)cc2)cc1 | -11.7%
0.7 | -2.8% | O=C(Nc1ccc(Cl)cc1C(=O)c1ccccn1)c1ccccc1 | -5.2%
-3.2 | i | CSC[C@H]1CN(CCc2ccccc2)C(=O)[C@@H]1CC(=O)Nc1ccccc1 | -5.5%
7.9 | i | C[C@@H]1CN([C@@H](C)CO)C(=O)c2cc(Br)cnc2O[C@H]1CN(C)C(=O)C1CC1 | -6.7%
1.2 | -1.8% | O=C(Nc1cccc(-n2cnnn2)c1)C1CCCN(C(=O)Cc2cccc(Cl)c2)C1 (centres undefined) | 4.7%
9.4 | -5.7% | O=C(COc1cccc(Br)c1)N/N=C/c1ccc2c(c1)OCCO2 | -1.1%
1.5 | -10.3% | COc1ccc(CC(=O)N(C)c2ccccc2)cc1S(=O)(=O)N1CCOCC1 | -4.2%
-1.1 | -7.4% | CC(C)N1CC2(CC(c3ccccc3F)=NO2)CN1C(=O)c1ccc(C(C)(C)C)cc1 (centres undefined) | -16.7%
-5.3 | -6.8% | COc1ccc(CN(C)C[C@H]2OCCCC[C@@H](C)Oc3ccc(NS(C)(=O)=O)cc3C(=O)N([C@H](C)CO)C[C@@H]2C)cc1 | -2.4%
-0.1 | -6.7% | CC(=NC1CCCCC1)c1ccc(O)cc1O | -8.9%
3.8 | i | COc1ccc(CNC(=O)CCNC(=O)N2CC(=O)Nc3ccccc32)cc1 | -3.7%
0.6 | i | N#Cc1ccccc1S(=O)(=O)N1CCN(Cc2cc3c(cc2Br)OCCO3)CC1 | -7.4%
? | ? | CC(=NNC(=S)N1CCCCC1)c1ccccn1 | -3.3%
15.7 | -2.1% | CC1CCCC(NC(=O)COC(=O)C2=COCCO2)C1C (centres undefined) | -1.4%
-4.5 | -1.3% | CCN(CC)C(=O)C1=C(C)N(Cc2ccc(C(C)(C)C)cc2)C(=O)C(CC(=O)NCCCCc2ccccc2)C1 (centres undefined) | ?
4.2 | -5.5% | CN(c1ccccc1)S(=O)(=O)c1ccc(C(=O)Nc2cccc(S(=O)(=O)N3CCOCC3)c2)cc1 | -10.5%
1.8 | -5.2% | O=C(c1ccccc1)N1CCN(c2cc(Cl)nc3cc(-c4cccc(Cl)c4)nn23)CC1 | -2.1%
0.9 | 1.4% | COCCn1c(SCC(=O)Nc2ccc(F)cc2)nc2c(c1=O)SCC2 | -4.3%
6.2 | -8.1% | CCCCCC(=O)N1C[C@@H](n2cc(C3CC3)nn2)[C@H](O)C[C@@H]1c1ccc(Cl)cc1 | -17.3%
1.9 | -0.6% | O=C(NNC(=O)c1ccccc1F)c1ccc(-c2ccccc2Cl)o1 | -6.6%
-2.4 | 5.2% | O=C1C=C(C#Cc2ccc(Oc3ccccc3)cc2)C[C@@H](c2ccc(F)cc2)C1 | -20.3%
16.1 | -7.0% | O=[N+]([O-])c1cnc(Sc2ccncn2)c([N+](=O)[O-])c1 | -14.7%
7.2 | -0.3% | CC(=O)Nc1cccc(C(=O)NNC(=O)c2ccc(NS(=O)(=O)c3cccs3)cc2)c1 | -12.3%
2.3 | -3.9% | O=C1c2cccc3cccc(c23)C(=O)N1Cc1ccccn1 | -6.9%
5.1 | 8.2% | Cc1cccc(CN(C)C[C@H]2OCc3cnnn3CCCC(=O)N([C@@H](C)CO)C[C@@H]2C)c1 | -4.0%
-6.8 | -8.5% | O=C(NCc1nnnn1-c1ccc(F)cc1)c1ccc2ccccc2c1 | -12.9%
-0.6 | i | C[C@H](CO)N1C[C@H](C)[C@@H](CN(C)Cc2ccccn2)Oc2ncc(-c3ccccc3)cc2C1=O | -6.6%
1.0 | -1.5% | O=C(NCCN1CCOCC1)c1cc(-c2ccccc2)nc2ccccc12 | -11.2%
0.6 | -3.3% | COc1ccc(CN2CCNC(=O)C2CC(=O)N(C)C2CCOCC2)cc1OC (centres undefined) | -0.4%
2.5 | i | S=c1[nH]c2nc(Cl)c(Cl)nc2[nH]1 | -13.6%
-3.6 | -3.4% | CN(C)c1ccc(C=Cc2ccnc3c(O)cccc23)cc1 | -10.5%
-4.8 | 8.4% | CC1=C(C(=O)N(C)C)CC(CC(=O)NC(c2ccccc2)c2ccccc2)C(=O)N1CCC1=CCCCC1 (centres undefined) | -8.7%
-2.6 | 3.4% | O=C1NC(Cc2ccc(O)cc2)c2nc3ccc(F)cc3c(=O)n2-c2cc3ccccc3cc21 (centres undefined) | -13.4%
5.9 | -2.7% | CCCCN1C(=O)C(CC(=O)NCCN2CCOCC2)CC(C(=O)N(C(C)C)C(C)C)=C1C (centres undefined) | -8.4%
11.7 | -7.8% | CC(C)NC(=O)N(C)C[C@H]1OCc2cnnn2CCCC(=O)N([C@H](C)CO)C[C@@H]1C | 0.4%
-12.0 | i | O=[N+]([O-])c1ccccc1C(=Nc1ccccc1)c1c(O)cc(O)cc1O | -2.2%
3.7 | -0.2% | Cc1ccccc1Oc1ccc2c(c1)[C@@H]1C[C@H](N(C)C(=S)Nc3ccc(F)cc3)[C@H]([C@H](C)O)C(=O)N1CC2 | -11.6%
-5.3 | -0.3% | O=c1[nH]c2ccccc2c(=O)c2ccccc12 | -4.7%
-20.9 | 6.3% | CCOC(=O)c1csc(NC(=O)CCS(=O)(=O)c2ccc(Cl)cc2)n1 | -3.0%
-5.6 | 3.9% | C[C@@H]1CN([C@@H](C)CO)C(=O)c2cc(NS(=O)(=O)c3ccc(F)cc3)ccc2O[C@@H](C)CCCCO[C@H]1CN(C)C(=O)NC1CCCCC1 | -15.9%
9.3 | -13.4% | COc1cccc(COC(=O)CSCC(=O)Nc2ccc(C)cc2)c1OC | -21.0%
1.1 | -8.7% | CCCCN1C(=O)C(CC(=O)NCc2cccc3ccccc23)CC(C(=O)N(CC)CC)=C1C (centres undefined) | -2.0%
4.0 | -6.4% | CC1=C(C(=O)N(C)C)CC(CC(=O)NC(c2ccccc2)c2ccccc2)C(=O)N1Cc1ccc(C(C)(C)C)cc1 (centres undefined) | -10.8%
7.5 | -2.1% | COc1cc(CNC[C@H]2O[C@@H](n3ccc(N)nc3=O)[C@H](O)[C@@H]2O)ccc1OCc1cccc(Cl)c1 | -13.9%

Other results follow.
RXFP1 antagonist | PGK inhibitor | Molecule | POLH inh
-3.2 | 7.3% | O=C1c2ccccc2S(=O)N1c1cccc(F)c1 (centres undefined) | -3.6%
-3.6 | -1.3% | COc1ccc([C@H]2C[C@@H](n3cc(-c4ccc(F)cc4)nn3)[C@H](O)CN2CC2CCCCC2)cc1 | -14.5%
0.2 | -3.5% | COc1ccc(CN(C)C(=O)c2cccc(S(=O)(=O)NCc3ccccc3)c2)cc1F | -8.3%
-1.8 | i | CC1(C)CCCC2(C)C(OCCO)=CC(=O)C=C12 (centres undefined) | 0.5%
6.8 | -16.3% | C[C@H](O)[C@@H]1CN2CCc3c([nH]c4ccccc34)[C@@H]2C[C@@H]1N(C)C(=O)Nc1ccccc1 | -5.1%
-6.6 | 1.0% | COc1ccc2cc(CN(C)C(=O)CN3C(=O)NC4(CCCC4)C3=O)ccc2c1 | -10.1%
3.6 | -6.6% | C[C@@H]1Cn2cnc(C(=O)N[C@@H](C)c3ccccc3)c2C(=O)N1 | 3.8%
2.5 | -4.7% | CCN(CC)C(=O)C1=C(C)N(CCCN2CCCC2=O)C(=O)C(CC(=O)NCc2cccs2)C1 (centres undefined) | -3.7%
0.8 | -7.7% | C[C@@H]1CN([C@H](C)CO)C(=O)CCCn2nncc2CO[C@H]1CN(C)Cc1cccc(C(=O)O)c1 | 1.1%
-4.1 | -4.0% | Cc1cc(C(=O)CCC(=O)N(C)CC2COc3ccccc3O2)c(C)s1 (centres undefined) | -5.9%
0.9 | -5.2% | C[C@H](CO)N1C[C@H](C)[C@@H](CN(C)Cc2ccc(Cl)c(Cl)c2)OCc2cnnn2CCCC1=O | -10.5%
-4.2 | -9.2% | O=C(O)c1ccccc1-c1ccccc1C(=O)Nc1ccc2oc(=O)c3ccccc3c2c1 | -9.4%
9.8 | i | COc1cc(-n2c(C)nc3ncn(-c4ccccc4)c3c2=O)cc(OC)c1OC | -3.9%
7.5 | -10.0% | CCN(CC)S(=O)(=O)c1ccc(-c2cn3ccccc3n2)cc1 | 2.2%
5.1 | i | COC(=O)C1C2OC(C(Br)C2Br)C1C(=O)OC (centres undefined) | -19.5%
6.1 | 7.6% | C[C@@H](NC(=O)C[C@@H]1C[C@@H]2c3cc(NS(=O)(=O)c4ccc(F)cc4)ccc3O[C@@H]2[C@@H](CO)O1)c1ccccc1 | -17.3%
-1.6 | 3.0% | COc1ccc(N2c3ccccc3CN(Cc3ccccc3)[C@@H](C)[C@H]2Cc2cccnc2)cc1 | -26.7%
-2.6 | i | CCN(CC)C(=O)C1=C(C)N(Cc2ccc(OC)cc2)C(=O)C(CC(=O)NCc2cccc3ccccc23)C1 (centres undefined) | -11.0%
8.2 | -5.6% | NC(=O)CC1(c2ccccc2)CCCCC1 | -13.8%
-6.8 | 1.4% | CSc1nc2ccc(NC(=O)CS(=O)(=O)c3ccccc3)cc2s1 | -6.0%
5.9 | -0.3% | CC(=O)N(C)C[C@H]1Oc2cc(Br)ccc2S(=O)(=O)N([C@H](C)CO)C[C@@H]1C | -22.4%
2.5 | -16.2% | CC(C)C1C(=O)N(Cc2cn(CCC3OCCO3)nn2)CCS(=O)(=O)N1Cc1ccc(-c2ccncc2)cc1 (centres undefined) | 0.2%
4.4 | i | Cc1cccnc1NC(=O)c1ccc(S(=O)(=O)N2CCCC2)cc1 | -11.7%

Assay outcomes as filed in PubChem BioAssay.
